Screening results as filed in PubChem.
EP2 modulator: EP2 receptor modulators, cAMP readout, primary screen, cell-based, HTRF cAMP, PGE2 stimulation; Prostaglandin E2 receptor EP2 subtype (Homo sapiens), P43116; EP2-expressing cells, cAMP HTRF FRET, PGE2 co-stimulation; induction, % at 25 µM; actives 0.83% (n = 260,000);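 active = compounds whose cAMP rise, as percent of the full-agonist control response, exceeds 60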;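 note: rat C6 glioma line stably carrying human EP2 under a CMV promoter; the protocol text gives 20 µM as final concentration; 100% = response of wells given 1 µM PGE2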
Target sequence (P43116 whole entry, looked up): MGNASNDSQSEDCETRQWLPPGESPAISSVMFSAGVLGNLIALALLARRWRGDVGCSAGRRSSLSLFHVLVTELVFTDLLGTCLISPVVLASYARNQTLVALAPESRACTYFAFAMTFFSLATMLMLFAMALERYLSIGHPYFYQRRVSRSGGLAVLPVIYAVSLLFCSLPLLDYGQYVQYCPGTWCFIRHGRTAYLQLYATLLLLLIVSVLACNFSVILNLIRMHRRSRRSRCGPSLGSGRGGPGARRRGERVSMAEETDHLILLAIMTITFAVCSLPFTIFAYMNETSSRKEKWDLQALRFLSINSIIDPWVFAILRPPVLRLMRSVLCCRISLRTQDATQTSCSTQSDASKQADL
TbHK1 inh: Trypanosoma brucei hexokinase 1 inhibitors, primary screen, biochemical, G6PDH-coupled NADH absorbance, MLSCN library | recombinant TbHK1, G6PDH-coupled NADH A340 | hexokinase 1 [Trypanosoma brucei] | AID 1430, 2008 | inhibition, % at 10 µM | actives 0.11% (n = 220,000);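 active = inhibition of 50% or more in the single-dose primary screen; inactive = inhibition below 50%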
eIF4E-4G inh: eIF4E–eIF4G protein interaction inhibitors, primary screen, biochemical, uHTS, TR-FRET, eIF4GI fragment | Eukaryotic translation initiation factor 4E (Mus musculus) + Eukaryotic translation … | TR-FRET eIF4E-eIF4GI(517-606) binding, 2 h | inhibition, % at 21.7 µM | actives 0.37% (n = 220,000) | AID 782, 2007;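 active = inhibition above about 30%, limit read from the data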;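 note: 0% = full FRET control wells and 100% = background wells lacking eIF4GI fragment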
Hck-Nef inh: inhibitors of Nef-activated human Hck kinase, primary screen, biochemical, Z-Lyte FRET, 384-well, Hck-YEEI. actives 0.68% (n = 220,000). inhibition, % at 20 µM. Recombinant Hck-YEEI plus Nef, Z-Lyte FRET kinase assay;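 active = Hck-Nef kinase inhibition above about 50%, limit read from the data; inactive = inhibition below that limit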;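 note: 0% = DMSO with Hck plus Nef and 100% = Hck alone without Nef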
14-3-3 Bad PPI: inhibitors of 14-3-3 zeta/Bad binding, primary screen, biochemical, TR-FRET, bovine 14-3-3 zeta; inhibition, % at 21.7 µM; actives 0.71% (n = 220,000); TR-FRET 14-3-3zeta/Dy647-pBad peptide displacement, 1 h; 14-3-3 protein zeta/delta (Bos taurus), P63103;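 active = inhibition above about 70%, limit read from the data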;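 note: 0% = full 14-3-3 plus peptide FRET controls and 100% = background without 14-3-3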
Target sequence (P63103 whole entry, looked up): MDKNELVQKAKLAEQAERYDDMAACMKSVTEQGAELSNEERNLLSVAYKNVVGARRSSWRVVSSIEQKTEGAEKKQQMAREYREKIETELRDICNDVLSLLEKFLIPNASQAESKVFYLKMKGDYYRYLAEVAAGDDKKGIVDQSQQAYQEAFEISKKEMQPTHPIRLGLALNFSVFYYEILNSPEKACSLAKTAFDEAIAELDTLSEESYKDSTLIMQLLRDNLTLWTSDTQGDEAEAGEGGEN
PGE2 EP2 inh: human EP2 receptor antagonists, primary screen, TR-FRET cAMP, C6 glioma cells; Prostaglandin E2 receptor EP2 subtype (Homo sapiens), P43116; C6 glioma cells expressing human EP2; cells stimulated with saturating PGE2; inhibition, % at 25 µM; actives 0.52% (n = 260,000);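 active = percent inhibition above 40 after rounding to a whole number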;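 note: rat C6 glioma host cells with rolipram phosphodiesterase inhibitor present; the protocol text gives 20 µM as final concentration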
Rad51 HR inh: human RAD51 strand exchange inhibitors, primary screen, biochemical, fluorescence; hRad51 DNA strand exchange, fluorescence dequenching; inhibition, % at 10 µM; actives 0.085% (n = 200,000); AID 1385, 2008;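 active = inhibition above 40% at the single screening dose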;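 note: 0% = DMSO control wells and 100% = blanks with heterologous ssDNA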
Target sequence (Q06609 whole entry, looked up): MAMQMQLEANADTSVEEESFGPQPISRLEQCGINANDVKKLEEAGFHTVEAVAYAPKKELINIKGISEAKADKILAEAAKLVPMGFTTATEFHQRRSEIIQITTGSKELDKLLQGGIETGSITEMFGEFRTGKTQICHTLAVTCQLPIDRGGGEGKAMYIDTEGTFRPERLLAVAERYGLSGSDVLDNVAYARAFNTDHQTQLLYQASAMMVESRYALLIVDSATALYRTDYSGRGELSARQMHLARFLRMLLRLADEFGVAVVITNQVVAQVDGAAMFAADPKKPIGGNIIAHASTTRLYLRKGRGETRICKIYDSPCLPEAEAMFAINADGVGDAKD
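Material: Human Rad51 nucleoprotein filaments preassembled on unlabelled ssDNA | Also added: Labelled 47-mer dsDNA for strand exchange | Dosing: Single dose, 10 µM final compound | Schedule: 30-min compound preincubation and 15-min exchange, both room temperature | Technique: Fluorescence dequenching at 485/520 nm | Measure: Percent inhibition relative to plate controls and blanks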
Calpain2 inh: inhibitors of pig calpain II, primary screen, biochemical, fluorogenic peptide substrate, 1536-well | purified calpain II, 30 min | actives 0.37% (n = 220,000) | inhibition, % at 16 µM | AID 1236, 2008;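 active = inhibition above about 50%, limit read from the data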
L929 necroptosis: inhibitors of zVAD-triggered necroptosis, primary screen, L929 cells; L929 zVAD necroptosis rescue, ATP luminescence, 24 h; with zVAD 60 µM; viability rescue, % at 10 µM; actives 0.38% (n = 220,000); AID 1377, 2008;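 active = activation, scaled between plate controls, above about 75%, limit read from the data; inactive = activation under that limit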;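 note: 0% = zVAD with DMSO and 100% = DMSO alone without zVAD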
Numbers without * were called inactive; & = joins results of further samples; [ ] = remark or other dose.

A first look:
How did CCOC(=O)CC(=O)Nc1cc(Cl)ccc1O do in these assays?
EP2 modulator: 11; TbHK1 inh: 0; eIF4E-4G inh: -4; Hck-Nef inh: 0; 14-3-3 Bad PPI: -5; PGE2 EP2 inh: 9; Rad51 HR inh: -4; Calpain2 inh: -53; L929 necroptosis: 0.6

Results for CCOC(=O)C1CCCN(Cc2sccc2C)C1 (stereo not given) ?
EP2 modulator: 19; TbHK1 inh: -1; eIF4E-4G inh: 1[fluorescence artefact?]; Hck-Nef inh: -2; 14-3-3 Bad PPI: 13[fluorescence artefact?]; PGE2 EP2 inh: 17; Calpain2 inh: -11; L929 necroptosis: 0.7

This part in full, from the start:
How did CCOC(=O)CC(=O)Nc1cc(Cl)ccc1O do in these assays?
EP2 modulator: 11; TbHK1 inh: 0; eIF4E-4G inh: -4; Hck-Nef inh: 0; 14-3-3 Bad PPI: -5; PGE2 EP2 inh: 9; Rad51 HR inh: -4; Calpain2 inh: -53; L929 necroptosis: 0.6

Results for CCOC(=O)C1CCCN(Cc2sccc2C)C1 (stereo not given) ?
EP2 modulator: 19; TbHK1 inh: -1; eIF4E-4G inh: 1[fluorescence artefact?]; Hck-Nef inh: -2; 14-3-3 Bad PPI: 13[fluorescence artefact?]; PGE2 EP2 inh: 17; Calpain2 inh: -11; L929 necroptosis: 0.7

Results for Cc1nn(Cc2ccccc2Cl)c2sc(C(=O)NCCCn3ccnc3)cc12 ?
EP2 modulator: -6; TbHK1 inh: 2; eIF4E-4G inh: 1; Hck-Nef inh: 0; 14-3-3 Bad PPI: 0[fluorescence artefact?]; PGE2 EP2 inh: 10; Rad51 HR inh: 1; Calpain2 inh: 16; L929 necroptosis: 0.8

How did O=C(Nc1nc2ccc(SC(F)F)cc2s1)c1ccc2c(c1)S(=O)(=O)c1ccccc1C2=O do in these assays?
EP2 modulator: -57; TbHK1 inh: 1; eIF4E-4G inh: 1; Hck-Nef inh: 1; 14-3-3 Bad PPI: 7; PGE2 EP2 inh: 9; Rad51 HR inh: 3; Calpain2 inh: -49; L929 necroptosis: 0.8

How did O=C(Nc1ccc(F)cc1)NC1(C(=O)NCc2ccco2)CCCCC1 do in these assays?
EP2 modulator: -7; TbHK1 inh: 5; eIF4E-4G inh: -4[fluorescence artefact?]; Hck-Nef inh: 7; 14-3-3 Bad PPI: -1; PGE2 EP2 inh: 12; Rad51 HR inh: -1; Calpain2 inh: 6; L929 necroptosis: 1.4

How did O=[N+]([O-])c1ccc(-c2nnc(-c3ccccc3)c(NCCCO)n2)cc1 do in these assays?
EP2 modulator: 13; TbHK1 inh: 9; eIF4E-4G inh: 16[fluorescence artefact?]; Hck-Nef inh: -1; 14-3-3 Bad PPI: -13; PGE2 EP2 inh: 6; Rad51 HR inh: 12; Calpain2 inh: 7; L929 necroptosis: -0.2

Results for Cc1ccc(C2(C(F)(F)F)NC(=O)N3C(=C2C#N)Nc2ccccc23)cc1 (stereo not given) ?
EP2 modulator: 19; TbHK1 inh: -9; eIF4E-4G inh: -24; Hck-Nef inh: 2; 14-3-3 Bad PPI: 4; PGE2 EP2 inh: 9; Rad51 HR inh: 1; Calpain2 inh: -79; L929 necroptosis: 0.4

How did CCOC(=O)c1c(N)sc(C(=O)N2CCCC(C(N)=O)C2)c1C (stereo not given) do in these assays?
TbHK1 inh: -6; Hck-Nef inh: 2; PGE2 EP2 inh: 13; Rad51 HR inh: -3; L929 necroptosis: 0.9

What do the screens show for `CCn1c(SCC(=O)O)nnc1-c1cc2c(C)nn(-c3ccccc3)c2s1`?
EP2 modulator: 33; TbHK1 inh: -3; eIF4E-4G inh: -3; Hck-Nef inh: 2; 14-3-3 Bad PPI: 8; PGE2 EP2 inh: 9; Rad51 HR inh: 3; Calpain2 inh: -9; L929 necroptosis: -0.4

Results for Cc1c(N=CN2CCOCC2)c(=O)n(C)c(=O)n1C ?
EP2 modulator: -24; TbHK1 inh: -5; eIF4E-4G inh: -2; Hck-Nef inh: 1; 14-3-3 Bad PPI: -10; PGE2 EP2 inh: 17; Rad51 HR inh: 7; Calpain2 inh: -4; L929 necroptosis: 0.0

How did COCc1[nH]nc2c1C1(CCC3(CC1)OCCO3)C(C#N)=C(N)O2 do in these assays?
EP2 modulator: 17; TbHK1 inh: 4; eIF4E-4G inh: -11[fluorescence artefact?]; Hck-Nef inh: 2; 14-3-3 Bad PPI: -8; PGE2 EP2 inh: 10; Rad51 HR inh: -3; Calpain2 inh: -20; L929 necroptosis: 1.3

Results for Fc1ccc(NC(=S)N2CCN(C/C=C/c3ccccc3)CC2)c(F)c1 ?
EP2 modulator: -39; TbHK1 inh: -5; eIF4E-4G inh: 3; Hck-Nef inh: -9; 14-3-3 Bad PPI: -2; PGE2 EP2 inh: 9; Rad51 HR inh: -2; Calpain2 inh: 34; L929 necroptosis: 0.0

How did O=C(C1=C(O)C(=O)N(CCN2CCOCC2)C1c1cccnc1)c1cc2ccccc2o1 (stereo not given) do in these assays?
EP2 modulator: 23; TbHK1 inh: -13; eIF4E-4G inh: 3; Hck-Nef inh: -1; 14-3-3 Bad PPI: -4; PGE2 EP2 inh: 16; Rad51 HR inh: 1; Calpain2 inh: 4; L929 necroptosis: -0.3

Results for O=C(CCN1C(=O)/C(=C/c2cccs2)SC1=S)NNC(=O)c1cccc(O)c1 ?
EP2 modulator: -73; TbHK1 inh: 1; eIF4E-4G inh: -3; Hck-Nef inh: 18; 14-3-3 Bad PPI: -2; PGE2 EP2 inh: 9; Calpain2 inh: -33; L929 necroptosis: 0.2

How did Cc1cc(-c2nnc(SCC(=O)Nc3ccccc3Cl)n2C)no1 do in these assays?
EP2 modulator: 26; TbHK1 inh: -6; eIF4E-4G inh: 4; Hck-Nef inh: 5; 14-3-3 Bad PPI: 2; PGE2 EP2 inh: 14; Rad51 HR inh: -7; Calpain2 inh: -11; L929 necroptosis: 0.2

Three records picked at random from those above, as already listed:
Results for Cc1nn(Cc2ccccc2Cl)c2sc(C(=O)NCCCn3ccnc3)cc12 ?
EP2 modulator: -6; TbHK1 inh: 2; eIF4E-4G inh: 1; Hck-Nef inh: 0; 14-3-3 Bad PPI: 0[fluorescence artefact?]; PGE2 EP2 inh: 10; Rad51 HR inh: 1; Calpain2 inh: 16; L929 necroptosis: 0.8

What do the screens show for `CCn1c(SCC(=O)O)nnc1-c1cc2c(C)nn(-c3ccccc3)c2s1`?
EP2 modulator: 33; TbHK1 inh: -3; eIF4E-4G inh: -3; Hck-Nef inh: 2; 14-3-3 Bad PPI: 8; PGE2 EP2 inh: 9; Rad51 HR inh: 3; Calpain2 inh: -9; L929 necroptosis: -0.4

How did CCOC(=O)c1c(N)sc(C(=O)N2CCCC(C(N)=O)C2)c1C (stereo not given) do in these assays?
TbHK1 inh: -6; Hck-Nef inh: 2; PGE2 EP2 inh: 13; Rad51 HR inh: -3; L929 necroptosis: 0.9

(next part)
How did O=C(COc1ccc(Cl)cc1)Nc1nnc(C2=COCCO2)o1 do in these assays?
EP2 modulator: 13; TbHK1 inh: -3; eIF4E-4G inh: 0; Hck-Nef inh: 25; 14-3-3 Bad PPI: -10; PGE2 EP2 inh: 23; Rad51 HR inh: 3; Calpain2 inh: 3; L929 necroptosis: 3.4

How did CCC(C)NC(=O)CSc1n[nH]c(-c2cc(Cl)ccc2OC)n1 (stereo not given) do in these assays?
EP2 modulator: -19; TbHK1 inh: 5; eIF4E-4G inh: 2; Hck-Nef inh: 24; 14-3-3 Bad PPI: -6; PGE2 EP2 inh: 6; Rad51 HR inh: -3; Calpain2 inh: -13; L929 necroptosis: 8.9

Results for Cc1cccc(N2CCN(C(=O)c3cn(C)c(=O)c4c3c3ccccc3n4C)CC2)c1C ?
EP2 modulator: -30; TbHK1 inh: -29; eIF4E-4G inh: 7[fluorescence artefact?]; Hck-Nef inh: -1; 14-3-3 Bad PPI: 13; Calpain2 inh: -72; L929 necroptosis: 15

How did COc1cc(OC)cc(-n2nnnc2SCC(=O)N2CCCC2)c1 do in these assays?
EP2 modulator: 5&-41; TbHK1 inh: 5; eIF4E-4G inh: 2; Hck-Nef inh: 1; 14-3-3 Bad PPI: -20; PGE2 EP2 inh: 9&12; Rad51 HR inh: -6; Calpain2 inh: 7; L929 necroptosis: -0.7

Results for COc1ccc(N2CCN(C(=O)c3cc4c(s3)-c3ccccc3S(=O)(=O)C4)CC2)cc1 ?
EP2 modulator: -52; TbHK1 inh: 1; eIF4E-4G inh: 4; Hck-Nef inh: 16; 14-3-3 Bad PPI: 2; PGE2 EP2 inh: 2; Rad51 HR inh: 23; Calpain2 inh: 6; L929 necroptosis: -0.1

What do the screens show for `CC(NC(=O)CSc1nc2ccccc2c(=O)[nH]1)c1ccccc1` (stereo not given)?
EP2 modulator: 24; TbHK1 inh: -2; eIF4E-4G inh: 2; Hck-Nef inh: 2; 14-3-3 Bad PPI: -2[fluorescence artefact?]; Calpain2 inh: 9; L929 necroptosis: 1.1

What do the screens show for `COC(=O)c1cc(NC2c3ccccc3C(=O)N2CCN2CCOCC2)cc(C(=O)OC)c1` (stereo not given)?
EP2 modulator: 2; TbHK1 inh: -15; eIF4E-4G inh: 4; Hck-Nef inh: 1; 14-3-3 Bad PPI: 9; PGE2 EP2 inh: 8; Rad51 HR inh: -2; Calpain2 inh: -58; L929 necroptosis: -0.1

What do the screens show for `Cn1cnnc1SCC(=O)Nc1ccc2nc(SCc3cccc4ccccc34)sc2c1`?
EP2 modulator: -34; TbHK1 inh: -27; eIF4E-4G inh: -3; Hck-Nef inh: -4; 14-3-3 Bad PPI: 3; PGE2 EP2 inh: 27; Rad51 HR inh: -3; Calpain2 inh: -138; L929 necroptosis: 0.1

How did CC1(C)CC(=O)C=C(OC(=O)c2ccc(Cl)cc2)C1 do in these assays?
EP2 modulator: 43; TbHK1 inh: -3; eIF4E-4G inh: 22; Hck-Nef inh: 1; 14-3-3 Bad PPI: -5; PGE2 EP2 inh: 13; Rad51 HR inh: -5; Calpain2 inh: 12; L929 necroptosis: 0.2

What do the screens show for `CCOC(=O)c1c(NC(NC(=O)C(C)C)C(Cl)(Cl)Cl)sc2c1CCC2` (stereo not given)?
EP2 modulator: 4; TbHK1 inh: 24; eIF4E-4G inh: 2; Hck-Nef inh: 3; 14-3-3 Bad PPI: 0; PGE2 EP2 inh: 12; Rad51 HR inh: 2; Calpain2 inh: 38; L929 necroptosis: 1.3

How did CCOC(=O)c1oc2nc3c(cc2c1N)COC(C)(C)C3 do in these assays?
EP2 modulator: -4; TbHK1 inh: -23; eIF4E-4G inh: -21; Hck-Nef inh: -2; 14-3-3 Bad PPI: -3; PGE2 EP2 inh: 12; Rad51 HR inh: 0; Calpain2 inh: -94; L929 necroptosis: 1.1

What do the screens show for `COC(=O)c1c(C)noc1-c1ccc(Cl)cc1`?
EP2 modulator: 34; TbHK1 inh: -1; eIF4E-4G inh: 4; Hck-Nef inh: 17; 14-3-3 Bad PPI: 3; PGE2 EP2 inh: 3; Calpain2 inh: -16; L929 necroptosis: -0.9

Some of the compounds tested (hit frequency here may not be typical).
